# Source: PubChem (National Center for Advancing Translational Sciences (NCATS))
# Nrf2 block = blocks Nrf2 signaling. A549 ARE-Fluc reporter, luciferase luminescence, 18-24 h. Potency, µM (top dose mostly 46 µM), for inactives: top-dose activity change, negative = inhibition, actives largely listed as inhibitors. actives 2.1% (n = 360,000). AID 504444; note: potency is the fitted concentration of half-maximal effect; % is set by controls: 0 for no effect and ±100 for the full control effect; nearly all actives have a fitted effect of over 60% in size
#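 Quantitative HTS in A549 cells stably bearing an antioxidant response element-firefly luciferase construct. Inhibition of Nrf2-driven transcription was scored by luminescence after 18-24 h of compound exposure at 37 °C.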
# EPAC2 ag = EPAC2 (human) agonism; EPAC2 activation, biochemical qHTS; response scale: 100% = 6.5 mM cAMP response; Q8WZA2; actives 0.079% (n = 360,000); Potency, µM (titrated, usually from 154 µM), without a hit: at the top dose activation, usual class: activators; AID 720711; note: potency is the fitted concentration of half-maximal effect; nearly all actives have a fitted effect of over 50% in size
# Target sequence (Q8WZA2 whole entry, looked up): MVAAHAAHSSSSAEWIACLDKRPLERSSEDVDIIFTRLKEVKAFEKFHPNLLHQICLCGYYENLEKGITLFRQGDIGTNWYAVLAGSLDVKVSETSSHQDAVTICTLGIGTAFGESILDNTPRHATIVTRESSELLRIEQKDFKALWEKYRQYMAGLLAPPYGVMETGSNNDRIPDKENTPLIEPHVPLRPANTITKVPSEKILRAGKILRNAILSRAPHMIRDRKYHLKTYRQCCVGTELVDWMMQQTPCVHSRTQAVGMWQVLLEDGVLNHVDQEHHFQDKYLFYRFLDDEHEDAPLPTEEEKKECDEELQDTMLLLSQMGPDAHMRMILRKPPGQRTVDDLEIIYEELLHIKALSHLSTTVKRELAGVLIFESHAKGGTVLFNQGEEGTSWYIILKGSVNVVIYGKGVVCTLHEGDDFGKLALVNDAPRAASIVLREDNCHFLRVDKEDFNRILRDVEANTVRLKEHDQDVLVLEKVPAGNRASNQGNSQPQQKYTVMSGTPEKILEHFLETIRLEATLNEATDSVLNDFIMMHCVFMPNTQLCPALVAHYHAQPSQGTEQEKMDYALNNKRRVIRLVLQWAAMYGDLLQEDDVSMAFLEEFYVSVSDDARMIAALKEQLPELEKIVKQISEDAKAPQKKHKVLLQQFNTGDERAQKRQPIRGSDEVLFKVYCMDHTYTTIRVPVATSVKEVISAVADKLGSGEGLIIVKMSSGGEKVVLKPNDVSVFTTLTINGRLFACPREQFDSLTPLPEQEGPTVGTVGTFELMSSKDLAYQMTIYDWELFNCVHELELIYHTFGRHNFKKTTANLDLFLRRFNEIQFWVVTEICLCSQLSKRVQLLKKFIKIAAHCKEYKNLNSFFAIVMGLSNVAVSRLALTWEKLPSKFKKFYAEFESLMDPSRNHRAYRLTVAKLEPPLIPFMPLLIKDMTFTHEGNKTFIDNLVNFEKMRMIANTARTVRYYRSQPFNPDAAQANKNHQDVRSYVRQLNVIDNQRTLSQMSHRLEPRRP
#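 Exchange assay: 100 nM EPAC2 with 250 nM Rap1B-BODIPY-GDP and 50 uM GDP. Fluorescence (ex 480/em 540 nm) read every 5 min for 30 min at room temperature. Data normalized to 6.5 mM cAMP as agonist control.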
# Nrf2 activator = Nrf2 pathway activation | AREc32 ARE-luciferase reporter (MCF7-derived line), luminescence, 24 h | Potency, µM (highest dose often 46.1 µM), without a hit: top-dose activation, usual class: activators | actives 0.31% (n = 410,000) | AID 624171; note: potency is the fitted concentration of half-maximal effect; % of control where 0% means no effect; nearly all actives have a fitted effect of over 65% in size
#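 Quantitative high-throughput format: AREc32 reporter cells, 1000 per well, received compound by pin transfer and were incubated 24 hr at 37 deg C, 5% CO2, before Steady-Glo luminescence detection.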
# TGFb inhibitor = TGF-b pathway inhibition; actives 1.2% (n = 410,000); AID 588855; HepG2 CAGA-GFP TGF-b/SMAD3 reporter, GFP fluorescence, 18 h; TGF-beta stimulated, 500 pg/mL final; Potency, µM (titrated, usually from 46.1 µM), inactives show at the top dose activity, negative = inhibition, actives largely listed as inhibitors; note: potency is the fitted concentration of half-maximal effect; % is set by controls: 0 for no effect and ±100 for the full control effect; nearly all actives have a fitted effect of over 65% in size
#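 Using HEPG2 CAGA-GFP reporter cells at 1000 cells/well, we pinned test compounds, stimulated with recombinant TGF-beta (500 pg/mL final) and measured total well GFP after 18 h.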
# S2 tox = cell viability loss in ATXN counter-screen; S2 cells (HEK-293 line with an ATXN2-luciferase reporter) viability, CellTiter-Fluor protease fluorescence, 24 h; Potency, µM (top dose mostly 56.7 µM), actives largely listed as cytotoxic; actives 0.49% (n = 400,000); AID 651635; note: potency is the fitted concentration of half-maximal effect; nearly all actives have a fitted effect of over 40% in size
# ATXN2 expr inh = ATXN2 expression inhibition | Potency, µM (series often up to 57 µM), for the others: top-dose activity change, negative = inhibition, usual class: inhibitors | HEK-293 ATXN2-luciferase reporter, luminescence, 24 h | actives 0.72% (n = 360,000); note: potency is the fitted concentration of half-maximal effect; % is set by controls: 0 for no effect and ±100 for the full control effect; nearly all actives have a fitted effect of over 55% in size
#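 ATXN2-luciferase reporter cells (luciferase flanked by upstream and downstream ATXN2 gene portions) were treated 24 h at 37 °C with compounds at up to 57 uM. SteadyGlo luminescence gave expression; GF-AFC fluorescence gave viability.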
# A549 viability = counter-screen for Nrf2 inhibitors: cytotoxicity in A549 cells | actives 0.16% (n = 390,000) | A549 ARE-Fluc cells, CellTiter-Fluor viability, 18-24 h | Potency, µM (series often up to 46 µM), for inactives: at the top dose activity change, negative = cytotoxicity, most hits filed as inhibitors; note: potency is the fitted concentration of half-maximal effect; % is set by controls: 0 for no effect and ±100 for the full control effect
#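 A549 ARE_Fluc cells in 5% FBS OPTI-MEM were exposed to compounds in concentration-response for 18-24 h at 37 deg C. Viability was read by CellTiter-Fluor fluorescence (Ex 405/Em 525) after 30 min, before the luciferase read.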
# IL-2 act = IL-2 activation; activation, % (series mostly up to about 46 µM); actives 0.065% (n = 360,000); IL-2 activation reporter assay, cell-based qHTS; stimulated with anti-CD3/CD4/CD28 beads; in transgenic mouse T cells; in the data active = activation above about 50%; inconclusive = mostly about 30% to 49%; note: 0% is about no effect
#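 Using fluorescent plate cytometry, EGFP and DsRed are detected in transgenic mouse T cells stimulated 18 h at 37 degrees C with antibody-coated beads after 60 min compound pretreatment.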
# HepG2 tox = kills HepG2 cells in TGF-b inhibitor counter-screen; Potency, µM (highest dose often 46.1 µM), without a hit: at the top dose activity change, negative = cytotoxicity, actives largely listed as cytotoxic; HepG2 CAGA-GFP viability, ATP luminescence, 18 h; actives 0.76% (n = 410,000); note: potency is the fitted concentration of half-maximal effect; some results filed as inactive show a strong effect at the top dose
#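 HepG2 CAGA-GFP cells (1000/well, DMEM with 1% FBS) received compound, then TGF-beta at 500 pg/mL final, and were incubated 18 hours at 37 degrees C. Viability was read by CellTiter-Glo luminescence. Media-only wells were set as complete cell-killing and DMSO as no toxicity.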
# Active calls of the source: *; i = inactive; ? = inconclusive; nt = not tested or not shown; & = joins results of further samples; [ ] = remark or other dose. Unless noted, calls come from the whole dose curve; as a rule, active = well fitted curve in the direction sought with a large enough effect; inconclusive = small, poorly fitted or top-dose-only effect, or another doubt; inactive = no such curve, though single readings can be large; an effect the other way counts as inactive or inconclusive.
# Values in the order: Nrf2 block	EPAC2 ag	Nrf2 activator	TGFb inhibitor	S2 tox	ATXN2 expr inh	A549 viability	IL-2 act	HepG2 tox
Cc1ccc(S(=O)(=O)N(C)c2ccc(OC(C)C(=O)N(C)c3ccccc3)cc2)cc1 (centres undefined)
 : -19%	-1%	1.7%	-6%	i	-7%	-7%	-6.8	-27%
O=C(c1ccccc1SCc1ccccc1)N1CCOCC1
 : 7%	7%	0.2%	0%	i	0%	1%	-0.4	14%
Cc1cc(C)n2c(SCC(=O)Nc3ncc(C(F)(F)F)cc3Cl)nnc2n1
 : -4%	9%	3.0%	-2%	i	-5%	-2%	-2.6	-7%
CCOc1cccc(C(=O)Nc2ccccc2C(=O)N2CCOCC2)c1
 : 10%	-2%	-0.5%	?	i	-1%	2%	-0.6	-24%
N#Cc1cc2ccncc2c2ccccc12
 : nt	12%	-0.9%	-17%	i	nt	nt	-2.7	-28%
COc1ccc(C(=O)c2sc3nc(-c4ccccc4)ccc3c2N)cc1OC
 : ?	7%	-0.2%	-14%	i	-31%	-19%	1.8	-30%
COc1ccc(C)cc1NC(=O)c1cc(S(=O)(=O)N2CCCCC2)ccc1N1CCOCC1
 : ?	13%	-0.9%	-11%	i	nt	1%	-0.7	-15%
CCOC(=O)c1c(C)[nH]c(C)c1C(=O)CSc1nnc(N)s1
 : -28%	-1%	-0.2%[9.22 µM]	2%	i	8%	6%	-0.3	-2%
O=C(COC(=O)CCC(=O)c1cccs1)NCc1ccc(Cl)cc1
 : -5%	2%	-0.4%	-23%	i	8%	4%	1.9	4%
CC(C)C(OC(=O)c1ccco1)C(=O)NCc1ccccc1 (centres undefined)
 : -1%	5%	-0.5%	-6%	i	4%	-1%	-0.7	7%
O=C(O)CCNS(=O)(=O)c1ccc(Oc2ccccc2Cl)cc1
 : -20%	6%	0.1%	-16%	i	-5%	-12%	-3.6	-2%
CC(=O)c1ccc(N2CCN(C(=O)C3CCN(S(=O)(=O)c4ccc5c(c4)CC(C)N5C(=O)C4CC4)CC3)CC2)cc1 (centres undefined)
 : ?	7%	0.9%	?	i	-25%	5%	0.7	-55%
Cc1c(C(=O)Nc2ccc3c4c(cccc24)CC3)cccc1[N+](=O)[O-]
 : 1%	3%	0.4%	-2%	i	4%	-2%	0.5	-4%
COc1cc2cc(CN(CCO)C(=O)c3cccs3)c(=O)[nH]c2cc1OC
 : nt	14%	0.2%	-16%	i	-11%	8%	-1.6	-12%
CCc1ccc(-n2c(=O)c3c4c(sc3n(CC(=O)c3ccc(Cl)cc3)c2=O)CCC4)cc1
 : 7%	nt	-0.1%	-1%	i	-4%	-6%	nt	3%

# (cont.)
# Values in the order: Nrf2 block	EPAC2 ag	Nrf2 activator	TGFb inhibitor	S2 tox	ATXN2 expr inh	A549 viability	IL-2 act	HepG2 tox
Cc1cc(=O)n(CCO)c(O)c1C#N
 : -1%	7%	-0.7%	-16%	i	2%	-28%	1.0	-3%
CCc1ccc2occ(CC(=O)Nc3c(C(=O)Nc4ccc(C)cc4)oc4ccccc34)c2c1
 : ?	nt	3.4%	13%	i	27%	0%	nt	16µM*
COC(=O)C1OC2(OC1C(=O)OC)c1ccccc1-c1ccccc12 (centres undefined)
 : nt	-3%	-0.7%	-2%	i	6%	3%	12	-2%
COc1ccc(CC(=O)Nc2nn(C)c3nc4c(C)cccc4cc23)cc1
 : 1%	-8%	-0.5%	0%	nt	-25%	-4%	-4.9	-40%
Cc1ccc(C2CC(c3cccs3)=NN2C(=O)CSC2=NCCS2)cc1 (centres undefined)
 : 16µM*	15%	12%	?	?	-7%	-19%	-1.9	-32%
CC1CN(C(=S)Nc2ccccc2)C(C)CN1C=O (centres undefined)
 : 2%	8%	-0.9%	0%	i	4%	-6%	0.0	0%
c1ccc(Cc2nc3ccccc3[nH]2)cc1
 : 3%	10%	2.9%	2%	i	2%	2%	-0.3	-37%
CCOc1ccccc1N1C(=O)c2cccnc2C1=O
 : 7%	4%	-0.1%	-5%	i	-6%	12%	-3.2	-49%
COc1ccc(C(CNC(=O)c2cccc(S(=O)(=O)Nc3ccccc3OC)c2)N2CCCC2)cc1 (centres undefined)
 : 12%	-1%	2.9%	1%	i	-7%	-4%	-3.7	-14%
Cc1cc(=O)oc(C)c1C(=O)Nc1ccc(Cl)cn1
 : -1%	4%	-0.2%	-7%	i	1%	?	0.0	13%
Cc1c(C(=O)N2CCN(c3ccccc3F)CC2)sc2nc(-c3ccccc3)cn12
 : ?	5%	-0.8%	5%	i	-9%	-1%	-2.7	-2%
Cc1ccccc1Cn1c(SCc2ccc(C(=O)NC3CCCC3)cc2)nc2ccncc21
 : 1%	nt	4.4%	?	i	3%	4%	nt	-12%
O=C1CN=C(Nc2ccc(Cl)cc2)N1c1ccccc1
 : -13%	10%	0.0%	1%	i	6%	-7%	-0.4	-12%
O=C(c1ccc(S(=O)(=O)N2CCCCC2)cc1)c1nnc(-c2ccc(Cl)cc2)o1
 : 3%	2%	0.5%	-23%	i	-9%	-3%	-1.7	-27%
CC(C)(O)[C@H](O)COc1c2ccoc2cc2oc(=O)ccc12
 : -8%	8%	0.8%	-3%	i	-7%	0%	-0.3	-21%

# Later entries.
# Values in the order: Nrf2 block	EPAC2 ag	Nrf2 activator	TGFb inhibitor	S2 tox	ATXN2 expr inh	A549 viability	IL-2 act	HepG2 tox
Cc1ccccc1NS(=O)(=O)c1ccc(C(=O)N2CCCC(C(F)(F)F)C2)cc1 (centres undefined)
 : -17%	-4%	0.1%	-5%	i	-11%	-1%	-2.3	11%
Cc1c(-n2c(=O)n(Cc3ccccc3)c(=O)c3[nH]cnc32)cccc1S(C)=O (centres undefined)
 : 18%	3%	-0.6%	3%	i	-2%	1%	2.2	-44%
CCOc1ccc(C(=O)NCc2ccc3c(c2)CCN3C(=O)c2ccc(Cl)cc2)cc1
 : nt	nt	-0.1%	35%[activator]	nt	nt	-4%	nt	7%
CCn1ncc(CNC(=O)C2(C)CC2(Cl)Cl)c1C (centres undefined)
 : -23%	-2%	-0.2%	0%	i	-13%	1%	-5.2	-2%
Cc1c(C)n(C)c2ccc(C(=O)N3CCN(c4ccccc4)CC3)cc12
 : ?	15%	-0.1%&-0.5%	-2%&0%	i	0%	-1%&6%	-1.6	-2%&1%
Nc1nonc1C(=O)NCCNC(=O)c1cccc(Cl)c1
 : ?	8%	2.4%	-7%	i	-5%	2%	-1.3	-12%
O=C(O)c1cccc(NC(=O)c2ccc(N3C(=O)c4ccc(C(=O)Nc5cccc(C(=O)O)c5)cc4C3=O)cc2)c1
 : 5%	2%	-0.9%	0%	i	-5%	3%	-0.3	4%
CCc1ccc(NC(=O)CSc2ccc3nc(-c4ccc(OC)cc4)cn3n2)cc1
 : nt	nt	5.5%	-16%	i	92%[activator]	-12%	nt	3%
COC(=O)c1ccc(NC(=O)Cn2nnc(-c3cccs3)n2)cc1
 : 5%	5%	3.6%	0%	i	nt	12%	-2.2	1%
Cc1cc2nc3c(=O)[nH]c(=S)[nH]c3nc2cc1NC(=O)C(F)(F)F
 : ?	-46%[inhibitor]	0.0%	76%[activator]	nt	-14%	-4%	0.3	-8%
S=C(Nc1ccccc1Cl)NC1CC2CCCC(C1)N2C1CC1 (centres undefined)
 : ?	1%	-0.5%	21%	i	nt	0%	-0.1	4%
CC(Oc1ccc(Cl)cc1Cl)C(=O)NNC(=O)C(=O)N1CCCC1 (centres undefined)
 : 4%	4%	4.7%	4%	i	25%	4%	1.2	-10%
O=C(O)c1csc(-c2ccc(Cl)cc2)n1
 : 11%	3%	0.3%	0%	i	-31%	6%	-0.4	6%
OCCCCNCc1ccc(OCc2ccccc2)cc1
 : 16%	10%	1.4%	-2%	i	8%	-7%	0.6	-10%
CC(C)=Cc1c(O)nc2ccccn2c1=O
 : -5%	15%	-0.3%	?	nt	6%	-6%	1.5	12%

# Next part:
# Values in the order: Nrf2 block	EPAC2 ag	Nrf2 activator	TGFb inhibitor	S2 tox	ATXN2 expr inh	A549 viability	IL-2 act	HepG2 tox
c1ccc(-c2cc(-c3ccccc3)n3ncnc3n2)cc1
 : ?	1%	?	-2%	i	-2%	9%	-1.8	-30%
Cc1ccc(OCC(=O)OCC(=O)N2c3ccccc3CC2C)cc1C (centres undefined)
 : -4%	16%	-1.0%	1%	i	nt	6%	-0.2	-67%
CC(C)OC(=O)CN1CCN(c2ccc(Cl)cc2)CC1
 : 16µM*	7%	1.0%	?	i	nt	3%	-0.9	-35%
CCOC(=O)N1CCN(C(=O)CSCc2ccc(Cl)cc2)CC1
 : ?	9%	5.0%	-4%	i	17%	-2%	-0.3	-1%
CSc1c(C#N)c(N)nc2sc(C(=O)c3ccc(Cl)c(Cl)c3)c(N)c12
 : ?	12%	0.9%	-2%	i	-12%	-8%	10	-6%
COc1ccc(CNC(=S)Nc2ccc3nc(N4CCOCC4)cc(C)c3c2)cc1
 : -10%	20%	-0.5%	-11%	i	-15%	-3%	-5.3	-19%
COc1ccc(NC(=O)c2nc(S(=O)(=O)Cc3cccc(C)c3)ncc2Cl)c(OC)c1
 : 1%	9%	0.1%	38%[activator]	i	nt	-1%	-0.2	0%
COc1cc(NC(=O)C2CCCCC2)c(OC)cc1NC(=O)CCC(=O)NCc1ccco1
 : -15%	-6%	0.1%	21%	i	-4%	-2%	-0.4	-19%
O=C(OCC(=O)N1CCc2ccccc2C1)c1ccc(OC(F)F)cc1
 : 3%	7%	2.0%	-30%	i	-3%	-8%	-5.0	-30%

# Compounds were not picked by outcome; overall some 4.3% were active at least once.
